MBD2 DNA inh: blocks human MBD2 binding to methylated DNA. Q9UBB5. TR-FRET, MBD2 binding to methylated oligonucleotide. inhibition, % at 4.4 µM. 0.31% of 370,000 active; in the data active = inhibition above about 13%
GC-A act: GC-A (human) enzyme activation. P16066. HEK293 GC-A cells, cGMP TR-FRET, EC30 ANP; 0% at EC30 ANP, 100% saturating ANP. activation, % at 10 µM. 0.14% of 370,000 active. AID 1671463; in the data active = activation above about 40%
Target sequence (P16066 whole entry, looked up): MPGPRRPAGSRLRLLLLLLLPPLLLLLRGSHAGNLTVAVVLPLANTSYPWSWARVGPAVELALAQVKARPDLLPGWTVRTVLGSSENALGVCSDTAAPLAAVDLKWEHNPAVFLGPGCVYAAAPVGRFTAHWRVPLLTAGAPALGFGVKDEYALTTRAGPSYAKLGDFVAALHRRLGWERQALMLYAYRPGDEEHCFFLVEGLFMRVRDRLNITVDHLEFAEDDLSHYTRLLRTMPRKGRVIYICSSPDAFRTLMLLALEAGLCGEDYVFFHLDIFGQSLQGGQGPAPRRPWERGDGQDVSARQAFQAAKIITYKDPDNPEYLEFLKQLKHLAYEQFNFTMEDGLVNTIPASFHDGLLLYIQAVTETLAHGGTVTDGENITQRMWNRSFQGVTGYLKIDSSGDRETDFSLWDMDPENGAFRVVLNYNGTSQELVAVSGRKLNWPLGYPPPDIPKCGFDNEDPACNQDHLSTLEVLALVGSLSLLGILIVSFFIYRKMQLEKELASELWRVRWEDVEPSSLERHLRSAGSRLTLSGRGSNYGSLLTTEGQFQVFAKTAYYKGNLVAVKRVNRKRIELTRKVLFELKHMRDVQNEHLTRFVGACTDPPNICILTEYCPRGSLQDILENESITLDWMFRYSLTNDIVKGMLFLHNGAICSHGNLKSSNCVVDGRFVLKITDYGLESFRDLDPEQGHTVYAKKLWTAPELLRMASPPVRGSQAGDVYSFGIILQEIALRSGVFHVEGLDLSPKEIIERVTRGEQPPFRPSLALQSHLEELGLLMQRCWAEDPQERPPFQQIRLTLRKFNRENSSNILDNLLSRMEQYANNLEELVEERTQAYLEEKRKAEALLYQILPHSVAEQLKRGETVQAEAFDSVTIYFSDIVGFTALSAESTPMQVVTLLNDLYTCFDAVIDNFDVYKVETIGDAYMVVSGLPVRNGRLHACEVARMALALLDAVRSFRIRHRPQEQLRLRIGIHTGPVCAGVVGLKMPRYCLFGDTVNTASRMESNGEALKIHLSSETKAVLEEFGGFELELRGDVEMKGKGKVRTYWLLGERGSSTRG
NPR2 activator: GC-B (human) receptor activation; P20594; HEK293-GC-B cells, CNP EC30, cGMP TR-FRET; 0% at EC30 CNP, 100% saturating CNP; activation, % at 10 µM; 0.11% of 370,000 active; AID 1920062;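 active = activation at 10 µM reaching about 35% in either raw or pattern-adjusted values, limit read from the data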
UHRF1 binding: human UHRF1 methylated DNA binding inhibitors; AID 687016; Q96T88; inhibition, % at 4.4 µM; UHRF1 binding to methylated oligo, TR-FRET; 0.75% of 370,000 active; in the data active = inhibition above about 21%;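 note: UHRF1 SRA domain binding a hemimethylated CpG hairpin DNA probe; 0% = median of test compound wells and 100% = reference inhibitor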
PRMT1 inh: blocks human protein arginine methyltransferase 1 | recombinant PRMT1, activity-based probe fluorescence polarization | 1.3% of 370,000 active | inhibition, % at 2.79 µM | Q99873;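 active = inhibition above about 21% made by adding two undisclosed values, limit read from the data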
TCR CD3 inh: human TCR-CD3 binding inhibition; TAMRA-labeled TCR probe fluorescence, biochemical; inhibition, % at 9.4 µM; 0.37% of 360,000 active; AID 651800; in the data active = inhibition above about 19%;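 note: recombinant mutant TCR 2C K166C tagged with TAMRA read by polarization; 0% = receptor in buffer alone and 100% = receptor with positive control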
rCAG binder: binds r(CAG) RNA repeats; r(CAG) RNA repeat, TO-PRO-1 dye displacement fluorescence; inhibition, % at 3 µM; 1.3% of 370,000 active; AID 651821;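 active = inhibition above the plate cutoff, the mean of all test compounds on that plate plus 3 SD, cut at about 35% in these data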;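 note: 0% = DMSO alone and 100% = 100 µM mitoxantrone as full dye displacement; higher means more dye released from RNA so lower well fluorescence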
HTRA1 inhibitor: inhibitors of human serine peptidase HTRA1. inhibition, % at 5.96 µM. AID 504803. 0.5% of 340,000 active. recombinant HTRA1, FP-rhodamine activity-based probe, fluorescence polarization. Q92743; in the data active = inhibition above about 36%;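 note: 0% = enzyme with DMSO and 100% = wells lacking enzyme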
mABHD4 FP: inhibits mouse alpha/beta hydrolase domain 4; 0.54% of 370,000 active; purified mABHD4, FP-Rh probe fluorescence polarization; Q8VD66; AID 720543; inhibition, % at 8.92 µM;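 active = inhibition exceeding the mean over every tested compound plus 3 SD, cut at about 30% in these data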;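 note: 0% = plate median of compound wells and 100% = S159A mutant with DMSO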
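Doses – 8.92 µM, single dose · Material – wild-type mouse ABHD4 protein · Replication – single well per compound (singlicate) · Measure – percent inhibition of probe binding, normalized to plate controls · Schedule – 45 min compound pre-incubation plus 60 min probe step, 25 °C · Detection – fluorescence polarization with parallel and perpendicular emission, 525/598 nm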
SIAE primary: human SIAE inhibition, primary screen | inhibition, % at 9.66 µM | 0.69% of 370,000 active | SIAE FP-Rh probe binding, fluorescence polarization | Q9HAT2;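 active = inhibition above a cutoff: mean of compounds within the control limits plus 3 SD of those, cut at about 17% in these data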;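 note: 0% = plate median of compound wells and 100% = probe without SIAE protein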
* marks the source's active call; other numbers are inactive results; · = no result given.

Start of the listing, in advance (7 entries):
# | compound | MBD2 DNA inh | GC-A act | NPR2 activator | UHRF1 binding | PRMT1 inh | TCR CD3 inh | rCAG binder | HTRA1 inhibitor | mABHD4 FP | SIAE primary
1 | Cc1ccccc1Cn1cc(NC(=O)c2noc(C(C)C)c2[N+](=O)[O-])cn1 | -1.5 | 3.8 | 2.7 | -3.9 | -2.3 | 10.6 | 0.1 | -2.7 | -1.4 | -2.5
2 | Cc1ccc(Cl)cc1-c1cc(C(=O)NCc2ccc(C(F)(F)F)cc2)[nH]n1 | 3.1 | -1.0 | 4.4 | 0.1 | -2.0 | -2.2 | 3.2 | · | -56.4 | -5.6
3 | COc1ccc(C2(CNC(=O)c3ccc(Br)o3)CCOCC2)cc1 | 2.9 | -21.0 | -24.5 | -4.1 | -2.2 | -7.7 | -0.8 | 1.9 | 5.0 | 2.0
4 | Cc1ccc(NC(=O)C(C)c2cccc(C(=O)c3ccccc3)c2)cc1O (stereo not given) | 2.0 | -3.5 | -0.2 | -0.7 | 0.7 | 2.1 | 6.5 | -23.2 | 1.7 | -7.3
5 | COc1ccc(F)cc1S(=O)(=O)NCCN1CCOCC1 | 1.8 | -3.4 | -2.4 | -2.0 | -1.4 | 6.1 | -4.0 | 2.0 | 0.7 | -7.5
6 | Cc1ccc(S(=O)(=O)NCCC(=O)NCc2ccco2)cc1 | 2.5 | -1.8 | 5.0 | -2.7 | -5.3 | 1.6 | -1.1 | 1.9 | -4.0 | 2.6
7 | CC1(C)O[C@@H]2CC3C4C[C@H](F)C5=CC(=O)C=CC5(C)C4C(O)CC3(C)[C@]2(C(=O)CO)O1 (stereo not given in full) | -0.5 | 3.3 | -1.1 | 1.0 | 3.5 | 5.6 | 3.0 | 6.2 | 3.8 | -0.8

The whole of this part (from the top)
# | compound | MBD2 DNA inh | GC-A act | NPR2 activator | UHRF1 binding | PRMT1 inh | TCR CD3 inh | rCAG binder | HTRA1 inhibitor | mABHD4 FP | SIAE primary
1 | Cc1ccccc1Cn1cc(NC(=O)c2noc(C(C)C)c2[N+](=O)[O-])cn1 | -1.5 | 3.8 | 2.7 | -3.9 | -2.3 | 10.6 | 0.1 | -2.7 | -1.4 | -2.5
2 | Cc1ccc(Cl)cc1-c1cc(C(=O)NCc2ccc(C(F)(F)F)cc2)[nH]n1 | 3.1 | -1.0 | 4.4 | 0.1 | -2.0 | -2.2 | 3.2 | · | -56.4 | -5.6
3 | COc1ccc(C2(CNC(=O)c3ccc(Br)o3)CCOCC2)cc1 | 2.9 | -21.0 | -24.5 | -4.1 | -2.2 | -7.7 | -0.8 | 1.9 | 5.0 | 2.0
4 | Cc1ccc(NC(=O)C(C)c2cccc(C(=O)c3ccccc3)c2)cc1O (stereo not given) | 2.0 | -3.5 | -0.2 | -0.7 | 0.7 | 2.1 | 6.5 | -23.2 | 1.7 | -7.3
5 | COc1ccc(F)cc1S(=O)(=O)NCCN1CCOCC1 | 1.8 | -3.4 | -2.4 | -2.0 | -1.4 | 6.1 | -4.0 | 2.0 | 0.7 | -7.5
6 | Cc1ccc(S(=O)(=O)NCCC(=O)NCc2ccco2)cc1 | 2.5 | -1.8 | 5.0 | -2.7 | -5.3 | 1.6 | -1.1 | 1.9 | -4.0 | 2.6
7 | CC1(C)O[C@@H]2CC3C4C[C@H](F)C5=CC(=O)C=CC5(C)C4C(O)CC3(C)[C@]2(C(=O)CO)O1 (stereo not given in full) | -0.5 | 3.3 | -1.1 | 1.0 | 3.5 | 5.6 | 3.0 | 6.2 | 3.8 | -0.8
8 | CC(C)CCNC(=O)NC(=O)CSc1nnc(COc2ccccc2Cl)o1 | 0.3 | -5.2 | -4.9 | 3.5 | -2.1 | -0.7 | -0.5 | -3.9 | -0.8 | -0.7
9 | CCCCNc1nc2c(-c3ccccc3)nnn2c2ccccc12 | -0.7 | 34.2 | 11.1 | 1.1 | 0.1 | 1.2 | 0.3 | -3.7 | 0.3 | -2.1
10 | O=c1cc(N2CCN(Cc3ccccc3)CC2)[nH]c(=O)n1-c1ccc(Br)cc1 | -8.8 | 1.6 | -1.5 | -0.8 | 4.5 | -3.4 | 6.2 | -3.3 | 7.3 | 3.5
11 | CCN(CC)CCN(C(=O)CCS(=O)(=O)c1ccccc1)c1nc2cc3c(cc2s1)OCO3 | -2.3 | -0.2 | -5.2 | 1.8 | -4.0 | 4.4 | -2.6 | -13.0 | 9.2 | -3.3
12 | c1ccc2c(c1)NC1(CCCCCC1)n1c-2nc2ccccc21 | -1.3 | 6.6 | -6.8 | -3.0 | 3.1 | 0.6 | 1.9 | -4.2 | 0.2 | 6.2
13 | O=C(NC1CCCC1)C1C2C=CC3(CN(Cc4cccs4)C(=O)C13)O2 (stereo not given) | 2.2 | -1.4 | 3.0 | 1.4 | -3.4 | 8.9 | 4.1 | 1.1 | 0.2 | 1.4
14 | Cc1oc(-c2ccc(Cl)cc2)nc1CS(=O)CC(=O)NCc1ccccn1 (stereo not given) | 3.0 | 24.7 | -4.8 | 0.7 | 20.5 | -3.4 | 3.2 | 3.1 | -3.1 | -2.3
15 | COc1ccc(C(=O)Nc2ccccc2C(=O)Nc2ccccc2C(=O)O)cc1 | -5.1 | 5.6 | -8.8 | 2.0 | 0.8 | -4.3 | 78.1* | -95.6 | -26.8 | -51.3
16 | CCCCc1nc(Cl)c(C#N)c2c1CCCC2 | 0.1 | -0.3 | 1.9 | 38.0* | -3.4 | -3.7 | -3.2 | -3.4 | 3.5 | -2.0
17 | CCCCc1nnc(NC(=O)C2CC(=O)N(c3ccc(C)cc3)C2)s1 (stereo not given) | -3.7 | -2.8 | 1.2 | 3.3 | 6.6 | -5.6 | -1.3 | 3.4 | 3.1 | -2.5
18 | Cc1cccc(NCc2nc(SCC(=O)Nc3ccccc3Br)n[nH]2)c1 | -3.0 | -4.0 | 3.1 | 2.5 | 0.5 | -2.2 | 2.1 | -1.9 | 1.9 | 5.1
19 | O=C(COC(=O)c1cc([N+](=O)[O-])ccc1NCCO)Nc1cccc(S(=O)(=O)N2CCCC2)c1 | 2.8 | 11.4 | 13.1 | 1.4 | 3.6 | -12.2 | 26.6 | -20.3 | -12.0 | -21.3
20 | COc1ccc(N2CCN(CC(=O)Nc3c(C)cccc3C)CC2)cc1 | 4.8 | 2.9 | -2.8 | 1.3 | 0.4 | -1.0 | -1.6 | 11.5 | 0.3 | 4.1
21 | Cc1cccc(C)c1NC(=O)C1(C)CCC(=O)N1c1cc(C(C)(C)C)nn1C (stereo not given) | 11.2 | 0.4 | -1.9 | 22.2* | -4.2 | -1.8 | -0.7 | · | 2.9 | 0.3
22 | Cc1ccccc1C(=O)Nc1nnc(-c2ccc(F)cc2)o1 | 3.1 | 2.6 | -1.0 | 0.8 | -1.1 | 3.1 | 3.8 | 4.1 | -7.4 | -0.2
23 | O=C(CCn1cncn1)N1CCN(S(=O)(=O)c2ccc(Cl)cc2)CC1 | 0.5 | -0.7 | 1.5 | 1.2 | -2.7 | 4.2 | 0.8 | 0.9 | 2.3 | -4.8
24 | O=C(CCn1nnc(-c2cccs2)n1)N1CCCCC1 | 1.6 | 2.0 | -3.2 | 1.4 | -1.0 | · | 0.6 | · | -2.5 | 6.9
25 | Cc1ccc(-n2[nH]c(C)c(/C=N/N3C(=O)c4cccc5cccc(c45)C3=O)c2=O)cc1 | -11.2 | 3.4 | 2.2 | -12.9 | 5.2 | -3.3 | 16.3 | · | 2.7 | 5.2
26 | O=C1C=CC(c2c[nH]c3ccccc23)CC1 (stereo not given) | 1.1 | -0.1 | 0.0 | 14.6 | 6.7 | -2.5 | 5.4 | · | 15.5 | 10.6
27 | CCc1nc2ccccc2n1CCC(C)C | 2.3 | -1.1 | 0.8 | -1.4 | 3.3 | -0.4 | 0.2 | 1.8 | 1.2 | -4.8
28 | O=C(Nc1c2c(nn1-c1ccccc1)CS(=O)(=O)C2)C1CC1 | -4.2 | 6.6 | 2.8 | -1.2 | -4.0 | 8.8 | 3.9 | -4.3 | -0.3 | -1.2
29 | CC1OC(C2CCCCC2)Cc2[nH]c(=S)[nH]c(=O)c21 (stereo not given) | -1.7 | -2.6 | -3.7 | -0.4 | 1.9 | -3.6 | 2.8 | · | 4.4 | 7.3
30 | CC(C)CNS(=O)(=O)c1ccc(S(=O)(=O)NC2CCOC(C)(C)C2)cc1 (stereo not given) | -1.0 | 2.9 | 1.6 | 0.0 | -0.1 | -1.3 | -6.9 | 2.8 | 5.8 | -6.7
31 | NC(=O)c1nn(-c2ccccc2)nc1NC(=O)Cn1nnc(-c2ccccc2)n1 | 0.3 | -1.0 | -4.5 | 1.3 | 0.1 | 4.3 | 0.9 | -6.0 | -0.2 | -21.4
32 | Oc1ccc(Nc2nc(-c3cccs3)cs2)cc1 | 2.6 | -1.6 | 6.6 | 2.7 | 14.1 | -3.1 | 26.9 | 23.3 | -0.6 | 19.6*
33 | Cc1ccc(-c2nc(CCN3C(=O)c4ccccc4C3=O)cs2)cc1 | -2.4 | -1.2 | -5.0 | 2.9 | 1.2 | -2.7 | -1.3 | -13.4 | -2.6 | 2.1
34 | OCCN(Cc1ccccc1)Cc1ccc(Cl)cc1Cl | -0.4 | -13.5 | -6.7 | 2.9 | -0.1 | -0.9 | -4.5 | -23.4 | 1.3 | -5.0
35 | CCn1cc(CN2CCN(Cc3ccc(OC)c(C)c3C)C(CCO)C2)c(C)n1 (stereo not given) | 1.6 | -2.0 | 5.4 | 0.5 | -2.1 | -2.4 | -8.5 | -3.3 | 2.7 | 5.8
36 | COc1ccc(C2NCCn3cccc32)cc1 (stereo not given) | -6.9 | -11.4 | 4.4 | -1.3 | 1.6 | -0.5 | 3.0 | 5.9 | -4.9 | 4.5
37 | COC(=O)CCC(=O)NNC(=O)c1cccc(Br)c1 | 2.2 | 3.0 | -3.5 | 2.9 | 6.3 | -5.7 | -0.5 | -2.5 | 5.2 | -4.7
38 | CCOC(=O)C(C)Oc1cccc2c(=O)n(CC(=O)N3CCN(C(=O)OCC)CC3)ccc12 (stereo not given) | -2.5 | 2.3 | 7.3 | 0.5 | -1.6 | 1.1 | -0.2 | 5.2 | -3.6 | 9.5
39 | Cc1nn(-c2ccccc2)c(C)c1NC(=O)COC(=O)CCCOc1ccccc1 | 6.5 | 4.4 | -8.9 | 3.9 | 5.9 | 0.0 | -6.0 | -2.5 | -1.6 | -1.2
40 | CC(=O)/C=C1/SC(CC(=O)O)C(=O)N1c1ccccc1 (stereo not given) | -1.4 | 3.5 | 2.5 | -2.3 | -0.7 | -5.4 | 1.6 | 0.8 | 3.7 | 0.8
41 | COCCN(CCOC)S(=O)(=O)c1ccc(C(=O)Nc2ccc([N+](=O)[O-])cc2OC)cc1 | 0.7 | -2.0 | 1.0 | 3.0 | 3.5 | 0.2 | -2.0 | 0.3 | 0.1 | -2.9
42 | Cc1cc(CN2CCN(CCC#N)CC2)c(O)c(C2(C)CCCCC2)c1 | 1.5 | 2.9 | -7.0 | -0.9 | 0.2 | -2.1 | -0.9 | 3.5 | 3.8 | 2.2

Screens from PubChem.

Not all compounds are listed. The share of hits here may be higher or lower than overall.
